# Screening data: PubChem BioAssay, National Center for Advancing Translational Sciences (NCATS)
# MmCpn inh – blocks the Methanococcus maripaludis chaperonin Mm-Cpn | purified Mm-Cpn ATPase, ADP Transcreener TR-FRET | Potency, µM (top dose mostly 76.9 µM), without a hit: top-dose activity, negative = inhibition, usual class: inhibitors | hit rate 0.031% among 330,000; note: potency is the fitted concentration of half-maximal effect; % is set by controls: 0 for no effect and ±100 for the full control effect; nearly all actives have a fitted effect of over 80% in size
#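 Reaction buffer contained 30 mM Tris pH 7.4, 100 mM KCl, 5 mM MgCl2 and 1 mM DTT. Mm-CPN (25 nM final) hydrolysed 10 uM ATP over 30 min at 37°C; ADP was read by HTRF.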
# S2 tox – cell viability loss in ATXN counter-screen | Potency, µM (series often up to 56.7 µM), actives largely listed as cytotoxic | hit rate 0.49% among 400,000 | S2 cells (HEK-293 line with an ATXN2-luciferase reporter) viability, CellTiter-Fluor protease fluorescence, 24 h; note: potency is the fitted concentration of half-maximal effect; nearly all actives have a fitted effect of over 40% in size
# Nrf2 block – blocks Nrf2 signaling; A549 ARE-Fluc reporter, luciferase luminescence, 18-24 h; AID 504444; Potency, µM (doses to about 46 µM), inactives show at the highest dose activity change, negative = inhibition, actives largely listed as inhibitors; hit rate 2.1% among 360,000; note: potency is the fitted concentration of half-maximal effect; % is set by controls: 0 for no effect and ±100 for the full control effect; nearly all actives have a fitted effect of over 60% in size
#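 Reporter: ARE-Fluc in A549. Exposure: 18-24 h, 37 °C, 5% CO2, 5% FBS OPTI-MEM. Readouts: fluorescent cytotoxicity (CellTiter-Fluor), then luminescent Nrf2 signal after BugLite.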
# TGFb SMAD3 inh – inhibitors of TGF-b signaling; hit rate 1.2% among 410,000; HepG2 CAGA-GFP TGF-b/SMAD3 reporter, GFP fluorescence, 18 h; TGF-beta stimulated, 500 pg/mL final; Potency, µM (highest dose often 46.1 µM), for the others: at the highest dose activity, negative = inhibition, actives largely listed as inhibitors; note: potency is the fitted concentration of half-maximal effect; % is set by controls: 0 for no effect and ±100 for the full control effect; nearly all actives have a fitted effect of over 65% in size
#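 HEPG2 CAGA-GFP, 1000 cells/well; 2 h settle, 37 C; cpd via pin tool; TGF-b 500 pg/mL final; 18 h, 37 C; GFP imaging ex488/em500-530; %Activity normalised to -TGF-b and +DMSO controls; CRC fit, curve class.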
# HepG2 viability – kills HepG2 cells in TGF-b inhibitor counter-screen; hit rate 0.76% among 410,000; AID 588856; Potency, µM (titrated, usually from 46.1 µM), for the others: at the highest dose activity change, negative = cytotoxicity, actives largely listed as cytotoxic; HepG2 CAGA-GFP viability, ATP luminescence, 18 h; note: potency is the fitted concentration of half-maximal effect; some results filed as inactive show a strong effect at the top dose
#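 CellTiter-Glo luminescence gave cytotoxicity after 18 hours at 37 degrees C. The cells were HepG2 CAGA-GFP in 1% FBS DMEM, stimulated with 500 pg/mL TGF-beta after compound addition. %Activity was normalised to no-cell wells (complete cell-killing) and DMSO (no toxicity), and curves were fitted and classified.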
# Akt phos inh – inhibitors of Akt phosphorylation. AID 651550. activity change, % for hits at 50 µM. Neuro2A IGF-stimulated pAkt S473 HTRF, 20 min; stronger effect = lower value. hit rate 0.32% among 360,000; in the data active = activity change below about -80%; inconclusive = mostly about -51% to -80%; note: % is set by controls: 0 for no effect and ±100 for the full control effect
#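 Single-point screen (50 µM final compound) in Neuro2A cells stimulated 20 min with 6 nM IGF at 37 deg C. After lysis, Ser473-phosphorylated Akt read by HTRF (ex 330 nm, em 615/665 nm) as the 665/615 ratio.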
# A549 tox – A549 cytotoxicity, counter-screen for Nrf2 inhibitors | A549 ARE-Fluc cells, CellTiter-Fluor viability, 18-24 h | Potency, µM (doses to about 46 µM), for inactives: at the highest dose activity change, negative = cytotoxicity, most hits filed as inhibitors | hit rate 0.16% among 390,000; note: potency is the fitted concentration of half-maximal effect; % is set by controls: 0 for no effect and ±100 for the full control effect
#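 A549 ARE-Fluc cells in 5% FBS OPTI-MEM, 5000 cells/well, rested 2 h then exposed to compounds in concentration-response for 18-24 h at 37 °C. Viability by CellTiter-Fluor fluorescence (Ex 405/Em 525) after 30 min; luciferase luminescence (BugLite, 15 min, RT) read afterwards.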
# CCT chaperon mod – modulators of cytosolic chaperonin (CCT/TRiC) activity | activity change, % (test concentration not listed), hits read low | purified chaperonin ATPase assay, HTRF ADP detection, 30 min | AID 651819 | hit rate 0.3% among 360,000; in the data active = activity change below about -30%; note: % is set by controls: 0 for no effect and ±100 for the full control effect
#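 TRiC (40 or 20 nM final, by batch activity) in 30 mM Tris pH 7.4, 100 mM KCl, 5 mM MgCl2, 1 mM DTT was treated with compound at 76 uM single dose, then 10 uM ATP, 30 min at 37 °C. ADP was read by HTRF Transcreener.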
# Nrf2 activator – activators of Nrf2 (ARE) signaling; AREc32 ARE-luciferase reporter (MCF7-derived line), luminescence, 24 h; Potency, µM (highest dose often 46.1 µM), for inactives: top-dose activation, usual class: activators; hit rate 0.31% among 410,000; note: potency is the fitted concentration of half-maximal effect; % of control where 0% means no effect; nearly all actives have a fitted effect of over 65% in size
#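 AREc32_Fluc, 1000 cells/well, OPTI-MEM + 5% FBS, o/n 37 deg C 5% CO2; 23 nL cpd by pin tool, 24 hr; Steady-Glo 30 min RT, luminescence.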
# An asterisk follows results filed as active; i = inactive; ? = inconclusive; · = not tested or not shown; & = joins results of further samples. Unless noted, calls come from the whole dose curve; as a rule, active = well fitted curve in the direction sought with a large enough effect; inconclusive = small, poorly fitted or top-dose-only effect, or another doubt; inactive = no such curve, though single readings can be large; an effect the other way counts as inactive or inconclusive.
SMILES,MmCpn inh,S2 tox,Nrf2 block,TGFb SMAD3 inh,HepG2 viability,Akt phos inh,A549 tox,CCT chaperon mod,Nrf2 activator
O=C1NC(c2ccc(-c3ccccc3[N+](=O)[O-])o2)C(C(=O)c2ccccc2)C(O)(C(F)(F)F)N1 (stereo unspecified),-1%,i,-11%,-6%,-8%,i,-2%,-3.5,4.6%
Cc1c(Cl)cccc1Nc1nc2ccc(C(=O)c3ccccc3)cc2n2cnnc12,·,·,-2%,?,-26%,·,11%,·,-0.9%
COc1ccc(CNC(=O)C2CCN(S(=O)(=O)N3CC(C)CC(C)C3)CC2)cc1 (stereo unspecified),0%,i,-26%,6%,-6%,i,7%,0.8,-0.2%
COc1ccc(OCC(=O)N2N=C(C(F)F)CC2(O)C(F)F)cc1 (stereo unspecified),1%,i,-1%,0%,-22%,i,-1%,1.6,-0.6%
COc1ccccc1C(=O)Nc1ccc(OCc2nnc3c4ccccc4c(C)nn23)cc1,-5%,i,9.2µM*,-15%,1%,i,-4%,-1.6,6.5%
O=S1(=O)CC(N2CCN(CCO)CC2)CN1Cc1cn(Cc2ccccc2)nn1 (stereo unspecified),·,i,·,·,·,i,·,-0.6,0.3%
O=C1C2=C(Nc3ccccc3SC2c2ccc(C(F)(F)F)cc2)c2ccccc21 (stereo unspecified),·,·,?,11µM*,-53%,·,?,·,14%
CCC(C)(C(=O)NC1CCCC1)N(C(=O)c1ccccn1)c1ccc(C)cc1 (stereo unspecified),0%,i,2%,-18%,-1%,i,5%,-1.6,0.3%
O=C(NCc1ccccc1Cl)C1=Cc2cc(Br)ccc2OC1,·,i,·,?,-2%,·,0%,·,-2.7%
Cc1c(Cl)cccc1-c1ccc(CNCc2ccccn2)o1,1%,i,27%,?,-34%,i,12%,0.5,5.5%
COc1ccc(-n2c(SCC(=O)Nc3ccc(C(=O)O)cc3)nnc2-c2cccs2)cc1,-4%,i,-18%,21%,13%,i,-1%,-3.8,0.0%
Cc1cccc(C(=O)NCCNc2nc3cc(C)c(C)cc3cc2C)c1,-2%,i,?,?,-88%,i,-11%,0.4,4.1%
COc1ccc(OC)c(S(=O)(=O)n2nnc3cc(Cl)ccc32)c1,1%,i,1%,?,2%,i,0%,-2.3,-0.4%
Cc1ccc(C(CNS(=O)(=O)c2ccc(C)cc2)N2CCN(C)CC2)cc1 (stereo unspecified),0%,i,-6%,20%,-24%,i,14%,1.9,2.2%
O=c1[nH]c2ccccc2cc1CN(Cc1cccnc1)S(=O)(=O)c1ccc(Cl)cc1,2%,·,-18%,-21%,-22%,i,-5%,-2.6,0.2%
CCOC(=O)NN1C(=O)c2ccccc2NC12CCCC2,-2%,i,10%,?,1%,i,1%,1.2,2.6%
Cc1ccc(S(=O)(=O)N2CCN(C(=O)CN3C(=O)NC(C)(CCC(C)C)C3=O)CC2)c(C)c1 (stereo unspecified),·,i,?,-7%,-20%,i,1%,-4.2,0.4%
Cc1nc2c(ccc3nc(NC(=O)Cc4ccccc4)sc32)s1,2%,?,15%,-28%,-38%,i,-10%,-0.3,7.6%
CN(N=Nc1nc[nH]c1C(=O)NN)C1CCCCC1,·,i,?,4%,5%,i,8%,0.8,2.2%
Cc1cc(C(=O)C(=O)O)c(C)n1-c1ccc(Cl)c(Cl)c1,2%,i,-5%,12%,-19%,i,-1%,-8.0,1.9%
Cn1c(N2CCN(C(=O)NCc3ccccc3)CC2)nc2ccccc21,-1%,i,-29%,14%,-34%,i,-2%,-0.3,0.3%
CCOC(=O)C1(S(=O)(=O)c2ccc(Cl)cc2)CCN(Cc2ccc(Cl)cc2)CC1,1%,i,?,-20%,-24%,i,-16%,-6.2,2.4%
Cc1cc(C(F)(F)F)nn1CC(=O)N1CCOCC1,1%,i,12%,1%,-2%,i,2%,-4.1,-0.3%
C/C(=N\NC(=O)c1cccc(N/N=C(\C)c2cc(O)ccc2O)c1)c1cc(O)ccc1O,0%,?,?,?,-50%,i,-17%,-12,14%
CC(C)c1ccc(C(=O)Nc2cc(-c3ccccc3F)nn2-c2ccccc2)cc1,·,i,·,-18%,-6%,·,4%,·,-1.2%
CCn1c(C)c(C)c2cc(C(=O)NCCc3cc(OC)ccc3OC)ccc21,·,·,?,-9%,-44%,·,-1%,·,-0.7%
COc1cc(/C=C/C(=O)OCC(=O)N2CCOCC2)ccc1OCC#N,-2%,i,10%,0%,1%,i,-1%,-0.7,0.3%
COc1ccc(N2CCN(CC(=O)Nc3ccccc3C(=O)NCc3ccccc3)CC2)cc1,0%,i,?,-10%,-20%,i,-17%,1.6,-0.5%
O=C(NCCc1ccc(Cl)cc1)C1CCC(CNc2nc(=S)[nH]c3ccccc23)CC1 (stereo unspecified),1%,i,?,-20%,-39%,i,-7%,-2.5,0.0%
CN(C)C1=C(Cl)C(=O)N(c2ccc(Cl)c(Cl)c2)C1=O,0%,i,3%,7%,1%,i,8%,1.0,0.0%

# Profiles from above.
# `CC(C)c1ccc(C(=O)Nc2cc(-c3ccccc3F)nn2-c2ccccc2)cc1` across the screens: MmCpn inh: ·; S2 tox: i; Nrf2 block: ·; TGFb SMAD3 inh: -18%; HepG2 viability: -6%; Akt phos inh: ·; A549 tox: 4%; CCT chaperon mod: ·; Nrf2 activator: -1.2%
# `COc1ccc(N2CCN(CC(=O)Nc3ccccc3C(=O)NCc3ccccc3)CC2)cc1` across the screens: MmCpn inh: 0%; S2 tox: i; Nrf2 block: ?; TGFb SMAD3 inh: -10%; HepG2 viability: -20%; Akt phos inh: i; A549 tox: -17%; CCT chaperon mod: 1.6; Nrf2 activator: -0.5%

# (more compounds)
SMILES,MmCpn inh,S2 tox,Nrf2 block,TGFb SMAD3 inh,HepG2 viability,Akt phos inh,A549 tox,CCT chaperon mod,Nrf2 activator
Cc1ccc(-c2noc(COc3ccc4c(c3)OCO4)n2)cc1,3%,i,17%,25%,4%,i,-11%,1.9,0.4%
COc1cccc(-c2ccc(NC(=O)C3CCCN(Cc4cnn(C)c4)C3)cc2)c1 (stereo unspecified),0%,?,3%,-23%,-29%,i,5%,-1.4,3.4%
CCc1nc2ccc(C(=O)NC3CCC(C)CC3)cc2nc1CC (stereo unspecified),1%,i,-6%,2%,2%,i,-17%,3.0,-0.8%
CC1=C(C)CC(C(=O)Nc2nc(-c3ccc(F)cc3)c(C)s2)C(C(=O)O)C1 (stereo unspecified),1%,i,-13%,-3%,-2%,i,5%,0.3,-0.1%
N#Cc1c(-c2ccco2)ccn(Cc2cccc(F)c2)c1=O,-3%,i,0%,-6%,9%,i,1%,-3.8,5.9%
CCn1c2ccccc2c2cc(NC(=O)c3ccc([N+](=O)[O-])cc3)ccc21,2%,i,·,4%,-19%,i,-11%,-11,0.2%
O=C(CSc1ccc(-c2cccs2)nn1)Nc1ccccc1,-5%,i,18µM*,9%&0%,-1%&-23%,i,0%&17%,1.7,5.3%&4.9%
O=Cc1ccc(N2CCCCC2)cc1,2%,i,1%,0%,-9%,i,-1%,0.3,-0.1%
COCCSc1ccccc1C(=O)N1CCCC(C)C1 (stereo unspecified),-1%,i,1%,-21%,-16%,i,-12%,-1.2,-0.4%
CCOc1ccc(NC(=O)CC2C(=O)N(c3ccc(C)cc3)C(=O)N2CCC2=CCCCC2)cc1 (stereo unspecified),·,i,10%,-7%,-25%,·,-8%,·,-0.2%
Cc1nnc(SCc2cc(=O)[nH]c(N3CCCCC3)n2)s1,·,i,?,14%,-18%,i,-5%,-2.5,0.2%
N#Cc1ccccc1CSc1nc2ncc(Br)cc2[nH]1,-6%,i,?,4%&12%,4%&3%,i,7%&1%,-0.5,-0.6%&0.6%
Cc1cccc(N/C(N)=N/c2nc3c(c(=O)[nH]2)CCCC3)c1,0%,i,?,0%,2%,i,-6%,0.6,0.3%
COc1ccccc1NS(=O)(=O)c1cccc(NS(=O)(=O)c2cc(C(=O)O)ccc2Cl)c1,·,i,·,11%,18%,i,·,-0.9,0.5%
CNc1cc(C)nc(N2CCOCC2)n1,0%,?,-1%,9%,12%,i,0%,-0.2,-0.7%

# Some values from the results shown:
# `COc1cccc(-c2ccc(NC(=O)C3CCCN(Cc4cnn(C)c4)C3)cc2)c1` (stereo unspecified) @ Nrf2 activator: 3.4%
# `COCCSc1ccccc1C(=O)N1CCCC(C)C1` (stereo unspecified) @ Nrf2 block: 1%
# `COc1ccccc1NS(=O)(=O)c1cccc(NS(=O)(=O)c2cc(C(=O)O)ccc2Cl)c1` @ CCT chaperon mod: -0.9
# `CNc1cc(C)nc(N2CCOCC2)n1` @ MmCpn inh: 0%
# `CC1=C(C)CC(C(=O)Nc2nc(-c3ccc(F)cc3)c(C)s2)C(C(=O)O)C1` (stereo unspecified) @ TGFb SMAD3 inh: -3%

# The list goes on.
SMILES,MmCpn inh,S2 tox,Nrf2 block,TGFb SMAD3 inh,HepG2 viability,Akt phos inh,A549 tox,CCT chaperon mod,Nrf2 activator
CCC(C)c1ccccc1NC(=O)C(C)N(C)Cc1cccc(OC)c1 (stereo unspecified),-2%,i,-10%,?,-7%,i,-3%,-0.2,0.2%
CCOC(=O)C1(CCOc2ccccc2)CCN(Cc2ccc(NC(C)=O)cc2)CC1,-3%,i,-19%,12%,-14%,i,1%,-2.4,0.6%
COc1ccc(C2C(C#N)=C(N)OC3=C2C(=O)CC(C)(C)C3)c(OC)c1OC (stereo unspecified),1%,i,?,-19%,5%,i,18%,1.4,0.2%
O=C(CCCCCn1c(=O)c2sccc2n(Cc2ccc(Cl)cc2)c1=O)NCc1ccc2c(c1)OCO2,·,·,-9%,2%,-23%,·,-4%,·,3.1%
